High-throughput results (PubChem BioAssay)
S100A4 MyoIIA – blocks human S100A4 binding to myosin IIA peptide. P26447. S100A4/TAMRA-MyoIIA peptide fluorescence polarization. inhibition, % at 10.7 µM. 0.14% of 360,000 active. AID 652163;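 active = mean inhibition of at least 70% across replicates, with every replicate also reaching that level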
Target sequence (P26447 whole entry, looked up): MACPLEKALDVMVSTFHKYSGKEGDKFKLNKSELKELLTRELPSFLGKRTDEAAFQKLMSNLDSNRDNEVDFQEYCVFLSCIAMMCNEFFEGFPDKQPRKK
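System – human S100A4 monomer protein, biochemical binding assay · Buffer or medium – Calcium-containing HEPES buffer, pH 7.2 · Timing – 5 min between mix addition and reading · Also added – TAMRA-labelled myosin IIA heavy-chain peptide probe, 5 nM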
ERAP1 HTS inh – ERAP1 (human) enzyme inhibition. Q9NZ08. 0.15% of 340,000 active. inhibition, % at 10.7 µM. recombinant ERAP1, Leu-AMC fluorescence, 60 min;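 active = mean replicate inhibition of at least 30%, or all replicates individually reaching that 30% level; inactive = mean below 30% and not every replicate reaching it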;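 also: 0% = neutral control wells and 100% = L-leucinethiol positive control wells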
LGR2 inh – blocks bursicon-induced cAMP signaling via Drosophila LGR2. 0.35% of 380,000 active. HEK293 LGR2, CRE-luciferase, bursicon-stimulated, 4 h. inhibition, % at 9.99 µM;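 active = drop in luminescence signal, shown as inhibition above about 50% in the replicate tests, limit read from the data, passing the limit was not always enough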;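 also: agonist challenge used bursicon conditioned medium at about half maximal strength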
Cneo AK release – Cryptococcus neoformans lysis via adenylate kinase release; C. neoformans lysis, adenylate kinase release luminescence, 4 h; normalised: neutral wells 0, clomiphene wells 100; lysis activity, % at 15 µM; 0.2% of 360,000 active;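 active = mean lysis activity across replicates of at least 80%, whatever share of replicates individually reach that level; inactive = mean lysis activity below 80%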
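Schedule: static 4 h at 37 °C with compound, 1 h detection; system: C. neoformans cells; benchmarks: Clomiphene as positive control; buffer or medium: fresh YPD medium; measure: luminescence rise reflecting yeast cell lysis; measured by: luminescent adenylate kinase detection reagent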
Statin myotox sup – protects C2C12 myotubes from simvastatin toxicity. 0.78% of 330,000 active. ATP luminescence, 48 h; scaled: DMSO 0, geranylgeraniol control 100. rescue of ATP level, % at 7.49 µM. AID 602340;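 active = mean ATP rescue above about 67%, or every replicate alone reaching that limit, limit read from the data, passing the limit was not always enough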;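 also: myotubes were challenged with 10 µM simvastatin during compound exposure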
SIRT5 inh – sirtuin-5 (human) deacylase inhibition. Q9NXA8. Purified SirT5, succinyl-peptide AMC, trypsin-coupled fluorescence. inhibition, % at 15 µM. 1.1% of 330,000 active. AID 652115; in the data active = inhibition above about 15%
Target sequence (Q9NXA8 whole entry, looked up): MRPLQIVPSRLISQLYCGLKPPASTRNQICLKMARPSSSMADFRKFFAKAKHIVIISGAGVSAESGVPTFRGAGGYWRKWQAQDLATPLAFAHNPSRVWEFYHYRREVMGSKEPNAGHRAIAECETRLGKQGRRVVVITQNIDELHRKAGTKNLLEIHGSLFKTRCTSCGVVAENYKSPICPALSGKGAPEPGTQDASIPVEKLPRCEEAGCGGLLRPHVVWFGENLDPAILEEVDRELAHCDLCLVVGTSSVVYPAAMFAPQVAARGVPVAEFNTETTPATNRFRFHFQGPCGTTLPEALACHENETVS
PGC1a acetyl inh – lowers PGC1a acetylation signal in U2OS cells; AlphaScreen anti-acetyl-lysine; with virally co-expressed GCN5 acetyltransferase; inhibition, % at 15.6 µM; 0.17% of 350,000 active; AID 651687;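 active = every replicate shows inhibition of at least 40%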;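 also: 0% = neutral control wells and 100% = positive control wells; some results beyond the cut were filed as inactive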
Xi reactivation – reactivates the inactive X chromosome in mouse fibroblasts; 0.055% of 360,000 active; activation, % at 7.58 µM; AID 743238; XiGFP mouse fibroblasts, % GFP-positive cells imaging, 3 d; cells co-treated with 5-aza-dC sensitizer; scaled so ellipticine positive control = 100%;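 active = mean normalized replicate activation at least 10% and every replicate at or above 10%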;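 also: 0% = median of on-plate neutral control wells and 100% = ellipticine 6 µM median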
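material = 68-5-11 XiGFP fibroblast line | medium = DMEM plus 5-aza-dC sensitizer | schedule = 3 days compound exposure | benchmarks = positive control ellipticine, 6 µM final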
* = called active by the depositor; . = no result given; & = joins results of further samples.

SMILES | S100A4 MyoIIA | ERAP1 HTS inh | LGR2 inh | Cneo AK release | Statin myotox sup | SIRT5 inh | PGC1a acetyl inh | Xi reactivation
CN1C(=O)c2cc(NC(=O)c3cccs3)ccc2OC[C@@H]2O[C@@H](CC(=O)NCCN3CCCCC3)CC[C@H]21 | -4 | -2 | -11 | -4 | 12 | -1 | -2 | 0.1
C=CCn1c(=O)c(C(=O)Nc2ccccc2C)c(O)c2ccccc21 | -2 | 7 | -53 | -8 | -8 | -2 | 9 | 0.0
O=C(O)CCC(=O)OCCN(Cc1ccc(Oc2ccc([N+](=O)[O-])cc2)cc1)C(=O)C(Cl)Cl | -15 | -3 | -11 | . | . | -2 | . | 0.0
O=C(CCN1CCOCC1)Nc1ccc2c(c1)N(C(=O)CN1CCOCC1)c1ccccc1CC2 | 7 | -7 | -6 | -1 | -6 | 1 | 3 | .
CC(C)NC(=O)c1ccc(S(=O)(=O)N(C)C)cc1 | -3 | . | 1 | -2 | 1 | 11 | -7 | 0.3
CSc1nc(N2CCOCC2)c2c3c(sc2n1)CCCC3 | . | . | -21 | 22 | 10 | . | -13 | .
Cc1nc2c(c(N3CCOCC3)n1)OCC(=O)N2 | 8 | 1 | -26 | 5 | 7 | 0 | . | .
Cc1ccc(S(=O)(=O)N(C)C[C@@H]2Oc3ccc(NC(=O)Nc4ccc(F)cc4)cc3C(=O)N([C@H](C)CO)C[C@H]2C)cc1 | 3 | 3 | 8 | 1 | -22 | 6 | -6 | -0.2
CCCC(=O)Nc1ccc2c(c1)C(=O)N(C)[C@@H]1CC[C@@H](CC(=O)NCC3CC3)O[C@@H]1CO2 | 5 | 1 | -3 | 0 | -1 | -2 | -3 | 0.0
C[C@@H]1CN([C@@H](C)CO)C(=O)c2cc(NC(=O)Nc3ccccc3)ccc2O[C@@H]1CN(C)S(=O)(=O)c1cccs1 | -6 | -2 | -18 | -8 | -39 | 6 | 8 | -0.6
COc1cc(-c2nnn(Cc3ccccc3C)n2)cc(OC)c1OC | -1 | 1 | 4 | 11 | 31 | -6 | . | 0.0
COc1cc(OC)cc(-c2sc3ccc(OC)cc3c2C#CC(C)(C)O)c1 | . | . | -1 | -1 | -33 | . | -6 | 0.0
O=C1/C(=C/c2cccnc2)SC(=NCc2ccccc2)N1Cc1ccccc1 | -3 | 0 | 5 | . | 16 | 0 | 14 | 0.0
Cc1nn(CCCC(=O)Nc2cc(Oc3ccc(F)cc3)cc([N+](=O)[O-])c2)c(C)c1[N+](=O)[O-] | . | . | 10 | -1 | -4 | . | -3 | 0.0
O=C(NCCN1C(=O)S/C(=C\c2ccc(F)cc2)C1=O)C1CCN(S(=O)(=O)c2cccs2)CC1 | . | . | -11 | 5 | . | . | 0 | 0.2
O=C(C[C@H]1CC[C@@H]2[C@H](COC[C@H](O)CN2Cc2ccccc2)O1)NCCc1ccccc1 | -4 | -3 | -6 | 2 | 2 | -1 | -4 | 0.2
Cc1nn(C)c(C)c1CS(=O)(=O)c1ccccc1 | 1 | 3 | -1 | . | . | -3 | 1 | 0.2
CNC(=O)NC(=O)C(C)OC(=O)c1ccc(Cl)c(S(=O)(=O)Nc2ccc(F)cc2)c1 (stereo unspecified) | 1 | . | 7 | -3 | -5 | -3 | -11 | 0.1
CC1(C)C(=O)Nc2ccccc2N1C(=O)CSc1nc(-c2ccccc2)cs1 | -4 | 2 | -4 | . | . | -3 | . | 0.0
Cc1cc(C(=O)NNC(=O)CCN2CCN(c3ccccc3)CC2)c2ccccc2n1 | -4 | 1 | 16 | 3 | 10 | 1 | 7 | 0.1
COc1ccc2c3c([nH]c2c1)[C@H](CO)N(C(=O)C1CCCCC1)CC31CCN(C(=O)NC(C)C)CC1 | 13 | 0 | 2 | . | . | 8 | . | 0.3
C[C@@H]1CN([C@@H](C)CO)C(=O)c2cc(C3=CCCC3)cnc2O[C@H]1CN(C)C(=O)Nc1ccccc1 | 12 | -2 | -6 | . | . | 0 | -13 | -1.5
COC(=O)[C@@]12CCCN1[C@H](c1ccc(-c3ccc(F)cc3)cc1)[C@H]1C(=O)N(C)C(=O)[C@H]12 | -1 | -2 | 2 | -1 | -2 | -3 | . | -0.1
COc1ccc(N2CCN(C(=O)c3cc4c(=O)n(Cc5ccccc5)ccc4nc3C)CC2)cc1 | -3 | 1 | -3 | 3 | -6 | -3 | -16 | 0.1
CCOC(=O)C1(Cc2ccccc2C)CCCN(Cc2cn(C)nc2C)C1 (stereo unspecified) | 0 | -3 | -3 | . | . | -6 | -4 | 0.0
O=C(Nc1ccc(S(=O)(=O)Nc2ncccn2)cc1)c1ccc(S(=O)(=O)N2CCCC2)cc1 | 1 | -1 | -1 | . | . | 2 | -2 | 0.0
CCc1nc2cc(NC(=O)C3(C)CCCN(C(C)=O)C3)ccc2o1 (stereo unspecified) | -1 | 0 | 3 | -1 | 1 | 2 | . | 0.4
COC(=O)c1ccc(C(=O)OC)c(NC(=O)CN2CCCCC2)c1 | -8 | -3 | -10 | . | 3 | -1 | -11 | 0.1
N#C[C@@H]1N[C@@H](CO)[C@H]1c1ccc(C#Cc2ccccc2F)cc1 | -30 | 2 | -40 | -4 | -15 | 2 | -30 | 0.2
C[C@@H]1CN([C@H](C)CO)C(=O)c2cc(C3=CCCC3)cnc2O[C@@H]1CN(C)Cc1ccccc1 | 4 | -4 | -1 | 8 | 26 | -2 | -4 | 0.5
Cc1ccccc1N(C)S(=O)(=O)c1nnc(NC(=O)c2ccco2)s1 | -13 | 1 | 2 | 14 | 19 | 0 | -2 | 0.0
COc1ccc(Sc2ncnc3onc(C)c23)cc1 | -7 | 1 | 5 | . | . | 2 | . | -0.7
O=C(O)CC(NC(=O)CC(c1ccccc1)c1ccccc1)c1cccc([N+](=O)[O-])c1 (stereo unspecified) | -1 | 0 | 6 | 3 | 2 | -3 | 0 | 0.0
C[C@@H]1CN([C@H](C)CO)C(=O)CCCn2nncc2CO[C@H]1CN(C)Cc1ccccc1 | -2&9 | 0 | 15&-13 | 1&0 | -9&-4&1 | -3&0 | -4&-4&6 | 0.3&0.0
COc1ccc(C(=O)Nc2ccc(C(=O)N3CCCCC3C)cc2)c(OC)c1OC (stereo unspecified) | -31 | -4 | -12 | 0 | 0 | 7 | -4 | -0.2
CC(C)CC#Cc1ccc2c(c1)O[C@@H](CN(C)Cc1ccccc1F)[C@@H](C)CN([C@@H](C)CO)S2(=O)=O | 30 | -1 | 11 | 1 | 48 | 16* | 4 | 0.2
CCOc1cc(N2CCOCC2)c(OCC)cc1NC(=O)c1cc(C)nc2ccccc12 | -5 | 5 | 3 | . | . | . | 1 | -0.1
Cn1cccc1C(=O)NC(=O)COC(=O)c1cc([N+](=O)[O-])ccc1Cl | 0 | -5 | 13 | . | . | -1 | . | -0.2
CO[C@@H]1CN(C)C(=O)c2cc(NC(=O)Cc3ccccc3)ccc2OC[C@H](C)N(C(=O)c2ccccc2F)C[C@H]1C | 13 | 2 | -8 | 0 | -3 | 5 | -9 | 0.2
C#CCN(C[C@@H]1[C@@H](OC(=O)NCCCCCC)[C@@H](OC(=O)NCCCCCC)Cn2c(=O)n(CCCCCC)c(=O)n21)S(=O)(=O)c1ccc(C)cc1 | 0 | 2 | -3 | 0 | 13 | . | -5 | -0.1

Shown tab-delimited: entries from further up
molecule	S100A4 MyoIIA	ERAP1 HTS inh	LGR2 inh	Cneo AK release	Statin myotox sup	SIRT5 inh	PGC1a acetyl inh	Xi reactivation
O=C(O)CC(NC(=O)CC(c1ccccc1)c1ccccc1)c1cccc([N+](=O)[O-])c1 (stereo unspecified)	-1	0	6	3	2	-3	0	0.0
C[C@@H]1CN([C@H](C)CO)C(=O)CCCn2nncc2CO[C@H]1CN(C)Cc1ccccc1	-2&9	0	15&-13	1&0	-9&-4&1	-3&0	-4&-4&6	0.3&0.0
COc1ccc(C(=O)Nc2ccc(C(=O)N3CCCCC3C)cc2)c(OC)c1OC (stereo unspecified)	-31	-4	-12	0	0	7	-4	-0.2
CC(C)CC#Cc1ccc2c(c1)O[C@@H](CN(C)Cc1ccccc1F)[C@@H](C)CN([C@@H](C)CO)S2(=O)=O	30	-1	11	1	48	16*	4	0.2
CCOc1cc(N2CCOCC2)c(OCC)cc1NC(=O)c1cc(C)nc2ccccc12	-5	5	3	.	.	.	1	-0.1
Cn1cccc1C(=O)NC(=O)COC(=O)c1cc([N+](=O)[O-])ccc1Cl	0	-5	13	.	.	-1	.	-0.2
CO[C@@H]1CN(C)C(=O)c2cc(NC(=O)Cc3ccccc3)ccc2OC[C@H](C)N(C(=O)c2ccccc2F)C[C@H]1C	13	2	-8	0	-3	5	-9	0.2
C#CCN(C[C@@H]1[C@@H](OC(=O)NCCCCCC)[C@@H](OC(=O)NCCCCCC)Cn2c(=O)n(CCCCCC)c(=O)n21)S(=O)(=O)c1ccc(C)cc1	0	2	-3	0	13	.	-5	-0.1

Next part.
SMILES | S100A4 MyoIIA | ERAP1 HTS inh | LGR2 inh | Cneo AK release | Statin myotox sup | SIRT5 inh | PGC1a acetyl inh | Xi reactivation
CN(C)c1ccc(C(=O)OCC(=O)N2CCCC2)cc1 | 5 | -4 | -23 | 2 | -9 | 0 | . | 0.2
CC(C(=O)NN=C(c1ccccc1)c1ccccc1)N1CCCC1 (stereo unspecified) | 2 | -1 | 8 | . | . | 1 | -5 | 0.5
O=C(Nc1ccccc1)C1=C[C@@H](c2ccc(C(F)(F)F)cc2)C[C@@H](OCCCCO)O1 | 2&7 | -1&-1 | -25 | 0&-16 | -10 | 2&-2 | -14&-31 | 0.6
COCCNC(=O)[C@H]1[C@H](CO)[C@H]2Cn3c(ccc(-c4ccc(OC)cc4)c3=O)[C@@H]1N2C(=O)NC(C)C | 9 | -4 | 10 | -3 | 6 | -84 | 13 | 0.5
CCCNC(=O)N1C[C@H](O)COC[C@H]2O[C@H](CC(=O)NCCCN3CCOCC3)CC[C@@H]21 | -4 | -6 | 17 | -1 | -14 | 3 | 0 | 0.3
COc1ccc(Cl)cc1NC(=O)CN(C)C(=O)CN1C(=O)NC(C)(C)C1=O | -4 | 0 | -2 | 0 | 11 | -2 | -8 | -0.1
CN(C)CCCNC(=O)C[C@@H]1CC[C@H](NS(=O)(=O)c2ccccc2)[C@@H](CO)O1 | 3 | -1 | 8 | 6 | -1 | 8 | 3 | 0.0
COC(=O)Cc1ccc(NC(=O)c2ccccc2Br)cc1 | 2 | -2 | -9 | . | . | 0 | . | 0.0
CNC(=O)C[C@H]1CC[C@H]2[C@@H](COc3ccc(NC(=O)c4cccs4)cc3C(=O)N2C)O1 | . | . | -1 | 4 | 4 | . | 9 | 0.1
COc1ccc([C@H]2C[C@@H](n3cc(COC(=O)c4ccccc4)nn3)[C@H](O)CN2Cc2cccs2)cc1 | 0 | 0 | -32 | -3 | 12 | . | -5 | 0.3
C[C@H]1CN([C@@H](C)CO)S(=O)(=O)c2ccc(C#CCN(C)C)cc2O[C@H]1CN(C)S(C)(=O)=O | -1 | 0 | 14 | 39 | 1 | 6 | -1 | -0.3

This is a subset. The share of hits here may be higher or lower than overall.
